Mito fusion act: blocks mitochondrial division or promotes mitochondrial fusion. S. cerevisiae fusion-defective mutant growth rescue, CellTiterGlo 48 h. Potency, µM (doses to about 46.1 µM), for the others: at the top dose growth rescue (activation), usual class: activators. actives 0.23% (n = 320,000). AID 485298;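 further: potency means the concentration at half of the fitted maximal effect; % of control where 0% means no effect; nearly all actives have a fitted effect of over 45% in size; temperature-sensitive fusion mutants such as fzo1-1 at 37 °C on non-fermentable ethanol glycerol medium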
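Compounds are tested for their ability to restore growth of mitochondrial fusion-defective yeast strains at non-permissive 37C in YPEG medium over 48 hours. Viability is quantified by luciferase luminescence.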
MBNL1 CUG block: blocks human MBNL1 binding to CUG repeat RNA. actives 0.036% (n = 280,000). Potency, µM (titrated, usually from 57.5 µM), for inactives: at the top dose activity change, negative = inhibition, hits mostly inhibitors. Q9NR56. TR-FRET MBNL1-His/biotin-(CUG)12 binding, 665/545 ratio. AID 2675; active means well fitted inhibition curve with a large enough effect in the signal ratio, with a control signal flat, not every such curve was filed as active; inconclusive means small, poorly fitted or top-dose-only effect, or effect the other way, or a change in a side signal; inactive means no such curve, though single readings can be large or run the other way; the % refers to the signal ratio; further: potency means the concentration at half of the fitted maximal effect; on the % scale 0 is the no-effect control and ±100 the full control effect
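Compounds (final 92 nM to 58 uM) are added to His-tagged MBNL1 and biotin-(CUG)12, then terbium anti-His antibody and streptavidin-XL665 (5 nM final). After 60 min at room temperature, the 665/545 nm ratio is read.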
Eya2 inh: Eya2 (human) phosphatase inhibition; O00167; recombinant Eya2, OMFP fluorescence dephosphorylation (OMFP is methylfluorescein phosphate); Potency, µM (series often up to 76.9 µM), for inactives: top-dose activity, negative = inhibition, most hits filed as inhibitors; actives 0.006% (n = 330,000); AID 488837; further: potency means the concentration at half of the fitted maximal effect; on the % scale 0 is the no-effect control and ±100 the full control effect
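Eya2 (0.2 uM) preincubated 10 min at ambient with compound, then OMFP substrate added at 50 uM; 10 min reaction in 50 mM HEPES pH 7.5, 50 mM NaCl, 5 uM MgCl2, 0.05% BSA, 1 mM DTT. Fluorescence read at Ex 485/Em 525 nm.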
BCR signal inh: inhibitors of chronic active B-cell receptor signaling; ABC-DLBCL IkBa-CBG/CBR reporter, luminescence ratio, 4 h; AID 493014; Potency, µM (titrated, usually from 46.1 µM), inactives show at the highest dose ratio change, negative = lower green/red ratio, actives largely listed as inhibitors; actives 0.05% (n = 340,000); active means well fitted inhibition curve with a large enough effect in the signal ratio, with a control signal flat, not every such curve was filed as active; inconclusive means small, poorly fitted or top-dose-only effect, or effect the other way, or a change in a side signal; the % refers to the signal ratio;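 further: potency means the concentration at half of the fitted maximal effect; plate controls were basal doxycycline-induced cells for no effect and cells given 10 µM MG132 for full effect; MG132 reads +100%, hits lower the ratio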
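Compounds up to 46 uM were incubated four hours with TMD8 cells whose green CBG68 luciferase is fused to IkappaBalpha; red CBR luminescence normalised the signal, and concentration-effect curves were fitted to fusion, red and ratio data.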
TSHR antag: blocks TSH signaling through the human TSH receptor; P16473; TSHR-expressing cells, TSH-stimulated cAMP HTRF, 2 h; active compounds read low; activity change, negative = inhibition, % at 11.5 µM; actives 0.2% (n = 330,000);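 active means activity change below a set negative limit, meaning inhibition stronger than a set level, cut at about -70% in these data; inconclusive means activity change between two set negative limits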; further: on the % scale 0 is the no-effect control and ±100 the full control effect
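Antagonism was scored as loss of TSH-driven cAMP in TSHR cells, stimulated with 4nM TSH (EC80) for 2 hours at 37 deg C and detected by homogeneous HTRF competition immunoassay.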
Menin MLL FP TR: displaces Texas Red mutant MLL peptide from human menin; actives 0.23% (n = 270,000); O00255; Potency, µM (titrated, usually from 61.6 µM), for inactives: top-dose FP activity change, negative = inhibition, usual class: inhibitors; Menin + Texas Red MLL mutant peptide, fluorescence polarization; active means well fitted inhibition curve with a large enough effect in the polarisation, with a control signal flat, not every such curve was filed as active; inconclusive means small, poorly fitted or top-dose-only effect, or effect the other way, or a change in a side signal; inactive means no such curve, though single readings can be large or run the other way; the % refers to the polarisation; further: potency means the concentration at half of the fitted maximal effect; % of control where 0% means no effect; many of its hits are not listed in these tables
hERG WT inh: KCNH2 (human, wildtype) channel inhibition; Q12809; U2OS, BacMam KCNH2, thallium flux FluxOr; active compounds read low; activity change, % at 1.84 µM; actives 0.37% (n = 340,000); AID 720551;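 active means maximum activity change below -70%; inconclusive means maximum activity change between -70% and -50%; inactive means maximum activity change above -50%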; further: on the % scale 0 is the no-effect control and ±100 the full control effect
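U2OS cells transduced with wild-type KCNH2 virus are loaded with FluxOr dye for 45 min, and thallium flux is measured in kinetic reads before and after stimulation buffer. Rate constants are normalized to DMSO controls.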
GALK inhibitor: inhibitors of human galactokinase. Purified GALK, Kinase-Glo residual ATP luminescence. actives 0.007% (n = 270,000). Potency, µM (series often up to 57.5 µM), inactives show at the top dose activity change, negative = inhibition, hits mostly inhibitors; further: potency means the concentration at half of the fitted maximal effect; on the % scale 0 is the no-effect control and ±100 the full control effect
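Galactose (100 uM) and ATP (35 uM) were turned over by 5 nM GALK for 1 h at RT. Kinase-Glo Plus then converted the remaining ATP into a luminescent signal.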
USP2a inh: inhibitors of human ubiquitin-specific protease USP2a; O75604; USP2 core, Ub-CHOP2 coupled fluorogenic reporter, 485/531; Potency, µM (titrated, usually from 38.3 µM), without a hit: at the highest dose activity change, negative = inhibition, actives largely listed as inhibitors; actives 0.01% (n = 330,000); AID 463254;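 further: potency means the concentration at half of the fitted maximal effect; plate controls were DMSO wells for no effect and full inhibition by NEM control for full effect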
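Deubiquitinase activity read as fluorescence (485/531 nm) after Ub-CHOP2 cleavage activates the enterokinase reporter on its substrate; USP2 core 10nM, Ub-CHOP2 and substrate 25nM each, 30min compound preincubation then 60min RT; data normalized to NEM, curves fitted.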
ASM inhibitor: inhibitors of human secretory acid sphingomyelinase. P17405. placental ASM, HMU-PC fluorogenic substrate, 60 min. Potency, µM (series often up to 57.5 µM), inactives show at the highest dose activity change, negative = inhibition, usual class: inhibitors. actives 0.006% (n = 340,000). AID 504937; further: potency means the concentration at half of the fitted maximal effect
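Steps: dispense placental human ASM, pin compound, wait 10 min at room temperature, add HMU-PC0 substrate at 9 uM final, incubate 60 min at 37 °C, add stop solution raising pH to 10, read fluorescence.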
PKM2 act: PKM2 (human) enzyme activation | P14618 | purified PKM2, Kinase-Glo ATP luminescence, activation; response scale: 0% is enzyme alone, no compound | Potency, µM (highest dose often 57.5 µM), without a hit: at the top dose activation, actives largely listed as activators | actives 0.34% (n = 260,000); further: potency means the concentration at half of the fitted maximal effect; on the % scale 0 is the no-effect control and ±100 the full control effect; nearly all actives have a fitted effect of over 55% in size
Target sequence (P14618 whole entry, looked up): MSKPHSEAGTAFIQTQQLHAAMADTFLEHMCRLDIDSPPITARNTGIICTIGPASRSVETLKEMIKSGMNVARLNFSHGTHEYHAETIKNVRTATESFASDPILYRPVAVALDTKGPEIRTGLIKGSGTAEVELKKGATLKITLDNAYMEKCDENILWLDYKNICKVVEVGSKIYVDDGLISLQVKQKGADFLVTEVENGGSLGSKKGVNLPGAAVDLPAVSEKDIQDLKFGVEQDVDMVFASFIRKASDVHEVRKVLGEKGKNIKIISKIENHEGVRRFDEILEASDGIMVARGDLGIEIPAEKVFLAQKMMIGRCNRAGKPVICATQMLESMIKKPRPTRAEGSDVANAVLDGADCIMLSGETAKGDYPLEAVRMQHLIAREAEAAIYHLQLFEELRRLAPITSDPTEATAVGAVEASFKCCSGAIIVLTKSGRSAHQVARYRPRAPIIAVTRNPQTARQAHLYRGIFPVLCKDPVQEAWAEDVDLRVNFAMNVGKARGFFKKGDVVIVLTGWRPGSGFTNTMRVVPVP
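hPK-M2, >95% pure; 0.1 mM ADP / 0.5 mM PEP final; imidazole pH7.2 buffer w/ 7 mM MgCl2, 50 mM KCl; 1 h RT; Kinase-Glo lum. Intermediate enzyme activity for dual inhibitor/activator qHTS.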
* = called active by the depositor; ? = inconclusive; / = not tested or not shown; [ ] = another dose, or the depositor's remark. Unless noted, the call rests on the fitted dose curve; in most records, active means well fitted curve in the direction sought with a large enough effect; inconclusive means small, poorly fitted or top-dose-only effect, or another doubt; inactive means no such curve, though single readings can be large; an effect the other way counts as inactive or inconclusive. These rows are one share of the data, so the mix of outcomes need not match the whole.

SMILES	Mito fusion act	MBNL1 CUG block	Eya2 inh	BCR signal inh	TSHR antag	Menin MLL FP TR	hERG WT inh	GALK inhibitor	USP2a inh	ASM inhibitor	PKM2 act
COc1cc([N+](=O)[O-])ccc1NC(=O)C[n+]1ccccc1C	-5%	?	-2%	-14%	61	?	2	0%	4%	-7%	5%
CC1CCN(C(=O)Cn2nnc(-c3ccccc3)n2)CC1	1%	2%	5%	7%	-11	-5%	3	6%	-2%	1%	10%[11.5 µM]
O=C(O)COc1ccc(-c2nccc(-c3cccs3)n2)cc1	-1%	?	-29%	?	0	-27%	/	1%	-2%	/	-1%
O=C(CN1C(=O)c2ccccc2S1(=O)=O)N1CCN(c2ccc(F)cc2)CC1	-3%	1%	-2%	-7%	1	-11%	-7	-3%	5%	1%	0%
COC(=O)c1sccc1NC(=S)Nc1cc(C)cc(C)c1	12%	3%	-2%	-8%	9	-5%	-1	0%	4%	/	-5%
COCCCNC(=S)Nc1ccccc1C	-6%	-21%	9%	?	-3	-1%	-1	4%	4%	6%	-7%
COc1ccc(NC(=O)C2CC(=O)OC23CCCCC3)cc1 (configuration not stated)	-2%	-3%	0%	-14%	5	-7%	0	0%	-5%	3%	-1%
Cc1ccc(OCC(=O)Nc2cc(C)on2)c([N+](=O)[O-])n1	-2%	?	-10%	5%	-9	17%	-10	-3%	2%	1%	2%
CC(=O)Nc1cc(C(=O)NCc2ccco2)ccc1Sc1ccc(C)cc1	0%	22%	13%	1%	4	-9%	3	0%	4%	0%	4%
O=c1[nH]c(-c2ccccc2)nn1-c1ccc(Br)cc1Br	-1%	-6%	-1%	15%	0	-27%	0	/	1%	-3%	-3%
COc1ccc(OC(C)C(=O)Nc2cccc(F)c2)cc1 (configuration not stated)	6%	7%	10%	-6%	-6	-2%	-4	0%	3%	1%	0%
CCn1cc(C(=O)OCC(=O)c2ccccc2)c(=O)c2ccc(C)nc21	14%	-1%	-1%	-25%	4	-14%	2	4%	-1%	-2%	-1%
O=C(O/N=C(\c1ccccc1)c1ccncc1)c1ccccc1F	0%	9%	-2%	-1%	-8	2%	-4	-3%	11%	2%	2%
O=C(CSc1nnc(NC(=O)c2ccc(F)cc2)s1)NC1CCCC1	-2%	-4%	-2%	-1%	3	?	12	10%	5%	4%	-3%
COC(=O)c1sc(NC(=O)/C=C/c2ccccc2Cl)nc1C	13%	-6%	2%	?	-6	?	0	-4%	7%	3%	-3%
CN(C)C(=O)CSc1nc2ccccc2n1CC(=O)N1CCN(c2ccccc2)CC1	-3%	-10%	11%	3%	7	-3%	-5	3%	4%	5%	-2%

Copied from the entries so far for reference:
SMILES	Mito fusion act	MBNL1 CUG block	Eya2 inh	BCR signal inh	TSHR antag	Menin MLL FP TR	hERG WT inh	GALK inhibitor	USP2a inh	ASM inhibitor	PKM2 act
COc1cc([N+](=O)[O-])ccc1NC(=O)C[n+]1ccccc1C	-5%	?	-2%	-14%	61	?	2	0%	4%	-7%	5%
CC1CCN(C(=O)Cn2nnc(-c3ccccc3)n2)CC1	1%	2%	5%	7%	-11	-5%	3	6%	-2%	1%	10%[11.5 µM]
O=C(O)COc1ccc(-c2nccc(-c3cccs3)n2)cc1	-1%	?	-29%	?	0	-27%	/	1%	-2%	/	-1%

Reformatted with each value named: entries from further up
Molecule: COc1ccc(OC(C)C(=O)Nc2cccc(F)c2)cc1 (configuration not stated)
  Mito fusion act = 6%	MBNL1 CUG block = 7%	Eya2 inh = 10%	BCR signal inh = -6%	TSHR antag = -6	Menin MLL FP TR = -2%	hERG WT inh = -4	GALK inhibitor = 0%	USP2a inh = 3%	ASM inhibitor = 1%	PKM2 act = 0%

Molecule: CCn1cc(C(=O)OCC(=O)c2ccccc2)c(=O)c2ccc(C)nc21
  Mito fusion act = 14%	MBNL1 CUG block = -1%	Eya2 inh = -1%	BCR signal inh = -25%	TSHR antag = 4	Menin MLL FP TR = -14%	hERG WT inh = 2	GALK inhibitor = 4%	USP2a inh = -1%	ASM inhibitor = -2%	PKM2 act = -1%

Molecule: O=C(O/N=C(\c1ccccc1)c1ccncc1)c1ccccc1F
  Mito fusion act = 0%	MBNL1 CUG block = 9%	Eya2 inh = -2%	BCR signal inh = -1%	TSHR antag = -8	Menin MLL FP TR = 2%	hERG WT inh = -4	GALK inhibitor = -3%	USP2a inh = 11%	ASM inhibitor = 2%	PKM2 act = 2%
